Screening results (PubChem)
IL-1B inflam inh = inhibitors of inflammasome signaling (IL-1 beta secretion) | AID 743279 | 360,000 tested, 4.7% active | activity change, % at 57.5 µM | THP-1 LPS/ATP IL-1B secretion, AlphaLISA, 16 h; stronger effect = lower value; in the data active means activity change below about -50%; inconclusive means mostly about -30% to -49%; further: on the % scale 0 is the no-effect control and ±100 the full control effect
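Secreted IL-1B measured by AlphaLISA bead assay after 16 h compound exposure of THP-1 cells; compounds (final up to 57.5 uM) added 1 h before LPS (250 ng/mL) and ATP (1.25 mM) stimulation; lower signal means less secretion.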
ATXN viability = cell viability loss in ATXN counter-screen; S2 cells (HEK-293 line with an ATXN2-luciferase reporter) viability, CellTiter-Fluor protease fluorescence, 24 h; Potency, µM (highest dose often 56.7 µM), most hits filed as cytotoxic; 400,000 tested, 0.49% active; further: potency means the concentration at half of the fitted maximal effect; nearly all actives have a fitted effect of over 40% in size
MCF10A rerep = inducers of DNA re-replication in MCF 10A breast cells; AID 624296; Potency, µM (top dose mostly 46.1 µM), for inactives: at the top dose activity, positive = re-replication, usual class: activators; MCF 10A DNA re-replication, Hoechst nuclear intensity, 48 h; 350,000 tested, 2.9% active; further: potency means the concentration at half of the fitted maximal effect; % of control where 0% means no effect; nearly all actives have a fitted effect of over 50% in size
HT1080 IDH1KD tx = HT-1080 IDH1 knockdown cell toxicity (counter line); HT-1080 IDH1 knockdown viability, ATP luminescence, 48 h; Potency, µM (doses to about 46.1 µM), for the others: at the top dose activity, negative = toxicity, actives largely listed as cytotoxic; 360,000 tested, 2% active; AID 686971;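 further: potency means the concentration at half of the fitted maximal effect; 0% = DMSO wells and -100% = cell-free medium wells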
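CellTiter-Glo luminescence after 48 h compound exposure at 37 degrees C of IDH1-knockdown HT-1080 cells in 5% FBS RPMI. %Activity scaled between DMSO wells and cell-free media wells, with curves fitted and assigned curve classes.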
SW480 rerep = inducers of DNA re-replication in SW480 colon cancer cells; SW480 DNA re-replication, Hoechst DNA content imaging, 48 h; Potency, µM (top dose mostly 46.1 µM), for the others: at the highest dose re-replication activation, hits mostly activators; 340,000 tested, 1.8% active; further: potency means the concentration at half of the fitted maximal effect; % of control where 0% means no effect; nearly all actives have a fitted effect of over 55% in size
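Per well, 250 cells were exposed to pinned compound for 48 hr. Nuclear DNA was visualised with Hoechst (40 min, 37 C) and total object intensity recorded by fluorescence scanning.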
ATXN2 expr inh = reduces ATXN2 reporter expression in HEK-293 cells; HEK-293 ATXN2-luciferase reporter, luminescence, 24 h; Potency, µM (highest dose often 57 µM), for inactives: top-dose activity change, negative = inhibition, most hits filed as inhibitors; 360,000 tested, 0.72% active; further: potency means the concentration at half of the fitted maximal effect; on the % scale 0 is the no-effect control and ±100 the full control effect; nearly all actives have a fitted effect of over 55% in size
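ATXN2-luciferase reporter cells (luciferase flanked by upstream and downstream ATXN2 gene portions) were treated 24 h at 37 °C with compounds at up to 57 uM. SteadyGlo luminescence gave expression; GF-AFC fluorescence gave viability.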
HT1080-NT tox = kills 2HG-producing HT-1080-NT fibrosarcoma cells; Potency, µM (titrated, usually from 46.1 µM), without a hit: at the highest dose activity, negative = less viability, hits mostly cytotoxic; AID 686970; 360,000 tested, 1.6% active; HT-1080-NT fibrosarcoma viability, CellTiter-Glo ATP luminescence, 48 h;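 further: NT is the 2HG producing partner of a matched IDH1 knockdown line; potency means the concentration at half of the fitted maximal effect; 0% = DMSO-treated cells and -100% = media-only wells without cells; nearly all actives have a fitted effect of over 55% in size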
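Viability by CellTiter-Glo luminescence after 48 h compound exposure at 37C of HT-1080-NT cells (750/well, RPMI, 5% FBS). % activity scaled between DMSO wells and medium-only wells, then curve-fitted and categorized by curve class.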
HepG2 tox = kills HepG2 cells in TGF-b inhibitor counter-screen; HepG2 CAGA-GFP viability, ATP luminescence, 18 h; Potency, µM (titrated, usually from 46.1 µM), without a hit: at the top dose activity change, negative = cytotoxicity, hits mostly cytotoxic; 410,000 tested, 0.76% active; further: potency means the concentration at half of the fitted maximal effect; some results filed as inactive show a strong effect at the top dose
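HepG2 CAGA-GFP cells (1000/well, DMEM with 1% FBS) received compound, then TGF-beta at 500 pg/mL final, and were incubated 18 hours at 37 degrees C. Viability was read by CellTiter-Glo luminescence. Media-only wells were set as complete cell-killing and DMSO as no toxicity.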
KB-3-1 tox = KB-3-1 parental cell cytotoxicity. KB-3-1 viability, CellTiter-Glo ATP luminescence, 72 h. Potency, µM (top dose mostly 46.1 µM), for the others: at the highest dose activity change, negative = cytotoxic, hits mostly cytotoxic. 400,000 tested, 1.4% active. AID 1347075; further: potency means the concentration at half of the fitted maximal effect; on the % scale 0 is the no-effect control and ±100 the full control effect; nearly all actives have a fitted effect of over 60% in size
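Luminescent ATP read-out (CellTiter-Glo) measures survival of drug-naive KB-3-1 cells after 72 h compound exposure at 37 °C. Titration series was screened from lowest to highest concentration, with DMSO vehicle plates as background controls.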
Numbers without * were called inactive; i = inactive; ? = inconclusive; nt = not tested or not shown; [ ] = remark or other dose. Unless noted, the call rests on the fitted dose curve; in most records, active means well fitted curve in the direction sought with a large enough effect; inconclusive means small, poorly fitted or top-dose-only effect, or another doubt; inactive means no such curve, though single readings can be large; an effect the other way counts as inactive or inconclusive.

#	smiles	IL-1B inflam inh	ATXN viability	MCF10A rerep	HT1080 IDH1KD tx	SW480 rerep	ATXN2 expr inh	HT1080-NT tox	HepG2 tox	KB-3-1 tox
1	O=C(NNS(=O)(=O)c1ccccc1Cl)C1COc2ccccc2O1 (configuration not stated)	13	i	2%	0%	-2%	3%	?	-14%	nt
2	Cn1c(NC(=O)CC2CCCCC2)cc(=O)n(C)c1=O	-4	i	-1%	-1%	-7%	4%	-2%	-31%	-3%
3	CCC(=O)Nc1sc2c(c1C(=O)Nc1ccccc1C)CCC(C)C2 (configuration not stated)	nt	i	nt	nt	nt	1%	nt	-4%	1%
4	C/C(=N\N=c1/scc(C)n1Cc1ccco1)c1cccc([N+](=O)[O-])c1	-2	i	?	11%	2%	34%[activator]	-1%	7%	?
5	CSc1ccc(C(=O)N2CCc3ccc(NC(=O)c4ccccn4)cc3C2)cc1	0	i	?	-23%	?	16%	-16%	-29%	0%
6	O=C(CSc1nnc(NC(=O)c2ccccc2F)s1)NCC1CCCO1 (configuration not stated)	-1	i	18%	0%	-4%	1%	0%	13%	nt
7	COc1ccccc1CNC(=O)c1ccc(N2CCCC2)c(NC(=O)NCc2ccccc2)c1	nt	?	nt	nt	nt	-10%	nt	-21%	-7%
8	Cc1cccc(N2C(=O)C(Oc3ccc(Cl)cc3Cl)C2C(=O)O)c1C (configuration not stated)	15	?	1%	14%	-5%	-5%	12%	7%	5%
9	CC(C)C(OC(=O)c1cccs1)C(=O)NCc1ccccc1 (configuration not stated)	-9	i	-3%	1%	-2%	-15%	3%	-29%	15%
10	CC(=O)Nc1ccc(S(=O)(=O)NCC(=O)NNC(=O)COc2c(C)cccc2C)cc1	15	i	-4%	3%	-1%	-6%	10%	6%	11%
11	COc1cccc(C(CNC(=O)C(c2ccccc2)c2ccccc2)N(C)C)c1 (configuration not stated)	-24	i	-7%	7%	-4%	8%	-20%	-8%	-11%
12	CNc1ncnc2c1ncn2[C@H]1CN(CCN2CCOCC2)C[C@@H](CO)O1	-29	i	nt	12%	nt	11%	4%	5%	0%
13	Cc1cccnc1NC(=O)Cn1nc([N+](=O)[O-])cc1C	-10	i	-11%	14%	0%	12%	11%	14%	10%
14	O=C(NN1C(=O)c2ccccc2C1=O)c1ccc2c(c1)C(=O)N(CC1CCCO1)C2=O (configuration not stated)	5	i	-3%	0%	-8%	53%[activator]	1%	3%	2%
15	CCOc1cccc(-c2cc(-c3n[nH]c(=S)n3CC)c3ccccc3n2)c1	2	i	26%	-3%	15%	7%	-6%	-14%	3%
16	O=C(NCc1cccc(C(F)(F)F)c1)C1CCN(c2ncccn2)CC1	15	i	3%	0%	2%	-4%	-5%	-22%	13%
17	O=C(N1CCOCC1)N(Cc1cccs1)C1CCCC1	-13	i	12%	13%	-1%	17%	8%	0%	8%
18	O=C(N/C(=C\c1ccc([N+](=O)[O-])cc1)C(=O)N1CCOCC1)c1cccc(Br)c1	31	i	-25%	-1%	1%	2%	0%	-3%	5%
19	CCCCN(C(=O)c1ccc(-c2ccc([N+](=O)[O-])cc2)o1)c1c(N)n(CCCC)c(=O)[nH]c1=O	12	i	9%	-5%	26%	-8%	0%	-65%	0%
20	O=C(O)c1cccc2c1C(=O)c1ccc(-c3ccc(F)cc3F)cc1S2(=O)=O	17	i	-6%	5%	-2%	5%	11%	1%	4%
21	COc1ccc(S(=O)(=O)N(C)C[C@@H]2OCCCC[C@H](C)Oc3ccc(NC(=O)Nc4ccc(C(F)(F)F)cc4)cc3C(=O)N([C@H](C)CO)C[C@H]2C)cc1	-14	i	nt	-18%	nt	-5%	-16%	5%	-1%
22	CC(Sc1nc2c(c(=O)[nH]1)CCCC2)C(=O)Nc1ccc(Br)cn1 (configuration not stated)	22	i	5%	8%	1%	2%	9%	8%	-1%
23	COC(=O)N1C(=O)[C@@](c2ccc(OC)cc2)(C(C)C)N1C(=O)OC	-101*	?	?	-14%	21µM*	-6%	-19%	-20%	-3%
24	Oc1ccc(Br)cc1/C=N/Nc1nc(N2CCCCC2)nc(N2CCOCC2)n1	?	i	12%	-3%	21µM*	3%	-2%	5%	?
25	CC1(c2nnnn2Cc2ccccc2)CCC(=O)N1c1ccc(N2CCOCC2)cc1 (configuration not stated)	-11	i	nt	10%	nt	25%	-1%	nt	11%
26	Cc1ccc(NC(=S)Nc2ccc3[nH]c(=O)[nH]c3c2)cc1C	-7	i	?	0%	0%	0%	19%	-3%	-4%
27	CCN(CC)Cc1cc(C(C)=O)ccc1O	12	i	-1%	-6%	-3%	-4%	0%	1%	6%
28	Cc1ccc(-c2c3c(=O)n(C)c(=O)n(C)c3cn2-n2cnnc2)cc1	-15	i	30%	-24%	11%	5%	-28%	-66%	?
29	C/C(Cl)=C/Cn1c(SCc2ccc(Cl)cc2)nc2c1c(=O)[nH]c(=O)n2C	2	i	3%	-5%	-3%	-8%	-2%	-9%	4%
30	Cc1cccc(-n2c(=O)c3c(C)c(C)sc3n(CC(N)=O)c2=O)c1	17	?	-2%	4%	-2%	-6%	5%	-21%	7%
31	Cc1nc2ccc(CCO)cc2s1	13	i	2%	-3%	-10%	6%	0%	-10%	0%
32	O=C(NCCC1CCCC1)C1CCC(=O)N(CCCN2CCCC2=O)C1 (configuration not stated)	-3	?	-2%	5%	-40%	-42%	14%	21%	-8%
33	CCc1ccc2nc(NC(=O)C3CSC4(C)CCC(=O)N34)sc2c1 (configuration not stated)	-55*	i	23%	-19%	6%	52%[activator]	-28%	4%	-4%
34	O=[N+]([O-])c1ccc2c(c1)/C(=N\O)c1ccccc1-2	-8	?	3%	-9%	-15%	?	-9%	-11%	-1%
35	CCCc1[nH]n(-c2nc3ccccc3s2)c(=O)c1C=NCC1CCCO1 (configuration not stated)	?	i	2%	10%	-1%	16%	5%	-37%	21%
36	Cc1ccc2nc(C(C)(C)C)c(Cc3cccc(F)c3)n2c1	-5	?	nt	23µM*	nt	?	16µM*	-23%	-3%
37	Cc1c2cnn(-c3ccccc3)c(=O)c2c(C)n1CC(=O)NCCc1ccc(Cl)cc1	nt	i	nt	nt	nt	12%	nt	-14%	2%
38	COC(=O)N/N=C/c1ccc(OS(=O)(=O)c2ccc(C)cc2)c(OC)c1	-72*	i	-3%	-2%	-10%	7%	1%	-17%	0%
39	COc1ccc(C)cc1NC(=O)CN1C(=O)C2CC=CCC2C1=O (configuration not stated)	5	i	10%	4%	-3%	1%	4%	4%	4%
40	O=C(CNC(=O)c1cccc([N+](=O)[O-])c1)OCCCC(=O)c1ccc(F)cc1	15	i	-5%	2%	-9%	-8%	1%	-20%	9%
41	COc1ccc2c(C)nc(N/C(N)=N/S(=O)(=O)c3ccc(C)cc3)nc2c1	?	i	-6%	-22%	2%	-23%	-22%	-16%	-1%
42	CCCOc1ccc(/C(O)=C2/C(=O)C(=O)N(CCN(C)C)C2c2ccco2)cc1 (configuration not stated)	18	i	-2%	12%	-5%	17%	19%	-10%	5%
43	Cc1ccc(S(=O)(=O)N2CCCCC2)cc1C(=O)NCCN1CCOCC1	-1	?	-3%	0%	-10%	4%	5%	-17%	19%
44	Cn1c(Nn2cnnc2)nc2ccccc21	21	i	-1%	-9%	-1%	-4%	-1%	-1%	11%

Entries 34 through 41, reprinted for reference:
#	smiles	IL-1B inflam inh	ATXN viability	MCF10A rerep	HT1080 IDH1KD tx	SW480 rerep	ATXN2 expr inh	HT1080-NT tox	HepG2 tox	KB-3-1 tox
34	O=[N+]([O-])c1ccc2c(c1)/C(=N\O)c1ccccc1-2	-8	?	3%	-9%	-15%	?	-9%	-11%	-1%
35	CCCc1[nH]n(-c2nc3ccccc3s2)c(=O)c1C=NCC1CCCO1 (configuration not stated)	?	i	2%	10%	-1%	16%	5%	-37%	21%
36	Cc1ccc2nc(C(C)(C)C)c(Cc3cccc(F)c3)n2c1	-5	?	nt	23µM*	nt	?	16µM*	-23%	-3%
37	Cc1c2cnn(-c3ccccc3)c(=O)c2c(C)n1CC(=O)NCCc1ccc(Cl)cc1	nt	i	nt	nt	nt	12%	nt	-14%	2%
38	COC(=O)N/N=C/c1ccc(OS(=O)(=O)c2ccc(C)cc2)c(OC)c1	-72*	i	-3%	-2%	-10%	7%	1%	-17%	0%
39	COc1ccc(C)cc1NC(=O)CN1C(=O)C2CC=CCC2C1=O (configuration not stated)	5	i	10%	4%	-3%	1%	4%	4%	4%
40	O=C(CNC(=O)c1cccc([N+](=O)[O-])c1)OCCCC(=O)c1ccc(F)cc1	15	i	-5%	2%	-9%	-8%	1%	-20%	9%
41	COc1ccc2c(C)nc(N/C(N)=N/S(=O)(=O)c3ccc(C)cc3)nc2c1	?	i	-6%	-22%	2%	-23%	-22%	-16%	-1%
